Bioassay records as filed in PubChem.
SENP8 block = blocks the human protease SENP8. purified SENP8, Z-RLRGG-aminoluciferin cleavage, luminescence. 1.2% of 330,000 active. inhibition, % at 10 µM. AID 2540. Q96LD8
Target sequence (Q96LD8 whole entry, looked up): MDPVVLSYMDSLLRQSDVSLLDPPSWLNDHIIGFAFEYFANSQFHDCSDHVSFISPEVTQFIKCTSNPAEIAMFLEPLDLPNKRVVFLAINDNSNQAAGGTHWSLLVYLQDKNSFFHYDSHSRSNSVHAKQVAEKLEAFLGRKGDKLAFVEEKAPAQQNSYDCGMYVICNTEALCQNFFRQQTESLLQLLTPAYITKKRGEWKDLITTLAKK
Jurkat NFkB inh = inhibitors of the PMA/ionomycin-induced NF-kB reporter in Jurkat cells; 0.53% of 330,000 active; AID 435003; PMA/ionomycin-induced NF-kB luciferase reporter, luminescence; inhibition, % at 4 µM
Gli-Sufu antag = blocks Gli-Sufu signaling in a luciferase reporter. Sufu-KO-LIGHT fibroblasts, Gli luciferase reporter luminescence. inhibition, % at 5 µM. 0.74% of 340,000 active. AID 588413;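 active means inhibition above about 55%, limit read from the data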;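 further: 0% = DMSO-treated cells and 100% = wells with medium but no cells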
697 NFkB inh = inhibitors of the PMA/ionomycin-induced NF-kB reporter in 697 B cells; AID 435022; 697 B-cell NF-kB luciferase reporter, 16 h; 0.33% of 330,000 active; inhibition, % at 4 µM; in the data active means inhibition above about 35%
Apaf1 inhib = blocks human Apaf-1 apoptosome activity; 0.71% of 330,000 active; inhibition, % at 20 µM; O14727; reconstituted apoptosome caspase-3 activity, DEVD-Rh110 fluorescence; active means inhibition of at least 40% at 20 µM;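 further: plate controls were DMSO wells for no effect and DEVD-CHO caspase inhibitor wells for full effect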
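Material: biochemical Apaf-1 apoptosome reconstitution. Medium: Hepes buffer, pH 7.5. Also added: cytochrome c activation, bis-DEVD rhodamine 110 substrate. Timing: 30 min compound preincubation, 50 min activation, room temperature. Measured by: rhodamine 110 fluorescence at Ex 480/Em 540 nm.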
SENP7 block = inhibitors of human SENP7 protease; recombinant SENP7, Z-RLRGG-aminoluciferin luminescence, 40 min; 1.5% of 330,000 active; Q9BQF6; inhibition, % at 5 µM;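 active means inhibition above about 50% at the single test dose, limit read from the data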;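 further: plate controls were DMSO with enzyme for no effect and no enzyme buffer wells for full effect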
Target sequence (Q9BQF6 706-1050 limits assumed): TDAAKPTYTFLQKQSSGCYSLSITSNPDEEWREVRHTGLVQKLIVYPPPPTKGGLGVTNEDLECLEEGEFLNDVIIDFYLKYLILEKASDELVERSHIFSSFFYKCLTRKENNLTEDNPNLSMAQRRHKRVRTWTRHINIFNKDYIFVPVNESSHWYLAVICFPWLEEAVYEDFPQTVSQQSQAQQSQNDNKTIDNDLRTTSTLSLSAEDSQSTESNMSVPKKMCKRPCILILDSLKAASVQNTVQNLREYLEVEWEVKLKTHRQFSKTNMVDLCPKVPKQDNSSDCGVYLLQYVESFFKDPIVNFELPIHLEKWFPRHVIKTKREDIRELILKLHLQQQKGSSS
UBC13 polyUb = blocks human UBC13 polyubiquitin chain formation | P61088 | TR-FRET | inhibition, % at 20 µM | 0.47% of 330,000 active; in the data active means inhibition above about 45%, passing the limit was not always enough
Target sequence (P61088 whole entry, looked up): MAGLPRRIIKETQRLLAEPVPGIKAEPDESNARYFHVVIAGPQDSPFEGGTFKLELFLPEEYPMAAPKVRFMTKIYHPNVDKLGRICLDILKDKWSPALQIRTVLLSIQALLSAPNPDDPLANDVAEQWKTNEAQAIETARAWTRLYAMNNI
HKDC1 inhibitor = HKDC1 (human) hexokinase inhibition. Q2TB90. recombinant HKDC1, G6PDH/diaphorase resazurin coupled fluorescence. inhibition, % at 20 µM. AID 493160. 0.16% of 340,000 active;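 active means inhibition above about 35% when tested at 20 µM, limit read from the data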;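 further: plate controls were DMSO wells with enzyme for no effect and DMSO wells lacking enzyme for full effect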
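Test system: HK5 enzyme. Quantity: 5 µg/mL HK5 final. Reagent: glucose and ATP substrates. Schedule: 90 min reaction incubation at room temperature, dark. Technique: resazurin-to-resorufin fluorescence via G6PDH and diaphorase coupling, 525/613 nm. Control set: DMSO wells with and without enzyme mix.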
Numbers without * were called inactive; x = not tested or not shown. Unless noted, no stated cut-off is given here; in the data, active means inhibition above about 50%; inactive means the rest. Random draw from the library, and some 3.6% of all compounds hit somewhere here.

SMILES | SENP8 block | Jurkat NFkB inh | Gli-Sufu antag | 697 NFkB inh | Apaf1 inhib | SENP7 block | UBC13 polyUb | HKDC1 inhibitor
COc1ccc(NC(=O)Cn2nnc3ccccc32)c([N+](=O)[O-])c1 | -11 | 6 | 6 | -1 | -6 | 5 | -8 | -4
CCCn1c(=O)[nH]c(=O)c2c1nc(-c1ccc(OC(F)F)cc1)n2CCN1CCOCC1 | 5 | 0 | -3 | 5 | 2 | 4 | 0 | 7
CC(C)CNS(=O)(=O)c1ccc(S(=O)(=O)N2CCN(CCC#N)CC2)cc1 | -9 | -8 | -10 | 13 | -1 | 7 | -2 | -1
Cc1ccc(N2CCN(/N=C/c3ccccc3[N+](=O)[O-])CC2)cc1 | -7 | -2 | -5 | 0 | 1 | 0 | 8 | -2
Cc1cccc(NC(=O)Cn2cnc3c(cnn3-c3ccc(F)cc3)c2=O)c1C | -1 | 6 | 5 | 3 | 3 | 2 | 6 | -4
COc1cccc(-c2nc(N3CCCC3)c3ccccc3n2)c1O | -6 | -7 | -2 | 7 | 9 | 0 | 0 | -8
CCOc1ccccc1N1CC(C(=O)Nc2cc(S(C)(=O)=O)ccc2Cl)CC1=O (configuration not stated) | 7 | -14 | -7 | 1 | 3 | 1 | -7 | -4
Cc1ccc(NC(=O)c2cccc3c2C(=O)N(C2CCCCC2)C3)c(C)c1 | 0 | -10 | x | -12 | 8 | -13 | -22 | -7
Cc1cc(NC(=O)CCN2CCN(CCO)CC2)ccc1Br | -1 | -18 | 4 | -20 | -2 | -6 | -3 | -4
CC(C)N(CCO)C(=O)C(c1ccccc1)c1ccccc1 | -1 | 4 | -1 | 7 | -8 | 3 | 7 | -2
CN1CCN(S(=O)(=O)c2ccc(Br)c3nsnc23)CC1 | -13 | 8 | 9 | -8 | -4 | -6 | -16 | -5
COc1ccc(-n2c(SCC(=O)Nc3nccs3)nnc2-c2ccoc2C)cc1 | 5 | 3 | 1 | 12 | 25 | 1 | 4 | 2
CC1CCN(C(=O)c2cc3ccccc3o2)CC1 | 9 | -48 | -52 | -92 | 5 | 29 | -3 | -1
Cc1cc(C)cc(C(=O)NC(=S)Nc2cccnc2)c1 | -18 | -1 | x | -3 | 3 | 18 | -9 | -2
COc1cc(CNc2ccc3[nH]c(=O)[nH]c3c2)ccc1OCc1ccc(C)cc1 | -2 | -53 | -14 | -10 | 20 | 4 | -6 | 0
CCCN(CC1CC1)C(=S)NC(=O)C1CC1 | -2 | -1 | 11 | 14 | -5 | -8 | 8 | -2
O=C(NCC1(N2CCOCC2)CCCCC1)c1cccc(S(=O)(=O)N2CCc3ccccc3C2)c1 | 7 | 1 | x | 21 | 2 | 2 | -6 | 3
Cc1nn2c3cc(N4CCOCC4)ccc3nc2c2ccccc12 | -13 | -115 | -92 | -189 | 20 | -5 | -12 | 7
COc1ccccc1C(=O)O/N=C(\N)c1ccc(Cl)cc1 | 13 | -119 | -48 | -69 | -15 | 24 | 1 | -8
COC(=O)C/C=C/[C@@H](C)[C@@H](/C=N/O[C@@H](C)c1cn([C@H](CO)Cc2ccccc2)nn1)NS(=O)(=O)c1ccc(C)cc1 | 2 | 13 | x | -4 | 4 | -2 | 7 | x
C=CCn1c(SC)nnc1C1COc2ccccc2O1 (configuration not stated) | 1 | 15 | -10 | 12 | -2 | 7 | 4 | 9
Cc1ccc(CCN2CCN=C2N(C)C)cc1 | -9 | -7 | -17 | -13 | 0 | 5 | 1 | -8
O=C(COc1ccc(/C=N/NC(=O)c2ccccc2O)cc1)Nc1ccccc1 | -3 | -35 | -1 | 23 | -5 | 4 | 38 | 5
Oc1ccc(Cl)cc1C=Nc1ccccc1Br | 0 | 13 | 1 | 17 | -4 | 2 | -2 | 2
CCOC(=O)C1=CN(Cc2cccc(-c3cccnc3)c2)S(=O)(=O)N(CC)C1C (configuration not stated) | x | x | -16 | -6 | 22 | 2 | x | 2

4 entries from above, field by field.
SMILES: CC(C)CNS(=O)(=O)c1ccc(S(=O)(=O)N2CCN(CCC#N)CC2)cc1
  SENP8 block: -9	Jurkat NFkB inh: -8	Gli-Sufu antag: -10	697 NFkB inh: 13	Apaf1 inhib: -1	SENP7 block: 7	UBC13 polyUb: -2	HKDC1 inhibitor: -1
SMILES: Cc1ccc(N2CCN(/N=C/c3ccccc3[N+](=O)[O-])CC2)cc1
  SENP8 block: -7	Jurkat NFkB inh: -2	Gli-Sufu antag: -5	697 NFkB inh: 0	Apaf1 inhib: 1	SENP7 block: 0	UBC13 polyUb: 8	HKDC1 inhibitor: -2
SMILES: Cc1cccc(NC(=O)Cn2cnc3c(cnn3-c3ccc(F)cc3)c2=O)c1C
  SENP8 block: -1	Jurkat NFkB inh: 6	Gli-Sufu antag: 5	697 NFkB inh: 3	Apaf1 inhib: 3	SENP7 block: 2	UBC13 polyUb: 6	HKDC1 inhibitor: -4
SMILES: COc1cccc(-c2nc(N3CCCC3)c3ccccc3n2)c1O
  SENP8 block: -6	Jurkat NFkB inh: -7	Gli-Sufu antag: -2	697 NFkB inh: 7	Apaf1 inhib: 9	SENP7 block: 0	UBC13 polyUb: 0	HKDC1 inhibitor: -8

Additional structures
SMILES | SENP8 block | Jurkat NFkB inh | Gli-Sufu antag | 697 NFkB inh | Apaf1 inhib | SENP7 block | UBC13 polyUb | HKDC1 inhibitor
CCc1nc(-c2cc3ccc(C)cc3[nH]c2=O)no1 | -3 | -30 | -31 | -16 | -7 | -2 | 13 | 10
CC(C)c1ccc(NC(=O)NCc2cccnc2)cc1 | -2 | -18 | -15 | 7 | 7 | -2 | 3 | -4
COc1ccc(C(CNC(=O)c2ccc(-c3cccc(C(F)(F)F)c3)o2)N2CCOCC2)cc1 (configuration not stated) | -8 | 3 | 18 | -32 | 36 | 2 | 5 | -1
CCN(C(=O)C(C)Sc1nnc(-c2ccncc2)n1C)C1CCCCC1 (configuration not stated) | 6 | -2 | 4 | 14 | -5 | 2 | 1 | -9
O=C(NCCCN1CCCC1)c1ccc2c(Cl)c3c(nc2c1)CCCC3 | -16 | -27 | 13 | -24 | 12 | -14 | -4 | -6
COCc1cc(C)nc2sc(C(=O)NC3CCCCC3)c(N)c12 | 2 | 10 | 0 | 16 | 2 | 14 | -15 | -3
CC(=O)N(c1ccc(C)cc1)S(=O)(=O)c1ccc(Cl)cc1 | -1 | -6 | 5 | 5 | 4 | -5 | 2 | -8
N#Cc1ccc(N/N=C/c2cn(-c3ccccc3)nc2-c2ccccc2)c([N+](=O)[O-])c1 | 0 | 9 | 7 | 16 | 3 | 1 | -48 | -14
CCn1cc(C(=O)O)c(=O)c2cc(F)c(N3CCN(C(=S)NC(=O)c4ccc(F)c(F)c4)CC3)cc21 | -5 | 7 | 1 | -10 | 8 | 0 | -13 | 0
O=C(NCCc1ccc(C(F)(F)F)cc1)C1CCC(=O)N(CCCc2ccccc2)C1 (configuration not stated) | 8 | 9 | 5 | -10 | 27 | -7 | 0 | -4
Cc1cccc(COc2ccccc2C(=O)N(C)CC(=O)Nc2cccc(F)c2)c1 | -8 | -14 | 10 | -30 | 30 | 3 | 4 | 0
Cc1cc(N2CCC(C)CC2)nc2ccc(N3C(=O)CCC3=O)cc12 | 1 | -3 | -8 | 4 | -4 | 4 | 12 | -3
O=C(c1cccnc1)N1c2ccccc2Sc2ccccc21 | 1 | 13 | 3 | 1 | 6 | 6 | -2 | 16
O=C(CSc1nnc2ccc(-c3ccccn3)nn12)NCC1CCCO1 (configuration not stated) | 2 | 0 | 5 | 10 | -23 | 1 | 3 | -8
COc1ccc(C2=CC(=O)C[C@H](c3ccc(Cl)cc3)C2)cn1 | -3 | -8 | 3 | -2 | 22 | 7 | 4 | 8
Cc1ccccc1/C=C/C12NC(=O)CN1c1ccccc1C2(C)C (configuration not stated) | -10 | -10 | 6 | -23 | 21 | -3 | 4 | 0
O=C(Nc1ccccc1Cl)N1CCN(c2ccc3nnc(-c4ccccc4)n3n2)CC1 | 4 | 2 | 31 | 19 | 25 | -1 | 35 | 4
Cc1ccccc1NC(=O)CCC(=O)OCCCC(F)(F)C(F)(F)F | -12 | 0 | 1 | 24 | 9 | 4 | 9 | 5
CC1(C)CC(CCC(=O)Nc2ccccc2Cl)C(=O)O1 (configuration not stated) | 9 | 5 | 0 | 29 | -18 | 3 | 10 | -6
COc1ccc(-n2c(C)nn(C)c2=O)cc1 | -7 | -18 | -5 | -34 | 6 | -6 | -16 | -4
CCN1C(=O)[C@H]2[C@@H](c3ccc(C)cc3)N3C(=O)N(c4cccc(Cl)c4)C(=O)[C@@]3(CC)[C@H]2C1=O | 1 | 1 | -9 | -8 | -6 | 0 | 4 | -2
COc1cccc(/C(C#N)=C/c2c(-c3ccc(Cl)cc3)nc3c(C)cccn23)c1 | -8 | -6 | 35 | -1 | 8 | 1 | -19 | -5
COc1ccc(N(CC(=O)N/N=C/c2cc(Br)c(C)o2)S(=O)(=O)c2ccc(NC(C)=O)cc2)cc1 | -2 | 3 | 4 | -9 | -11 | 3 | -8 | 17
CCOC(=O)C1CCN(C(=O)c2c(-c3ccccc3)noc2C)CC1 | -4 | -4 | -2 | 1 | -1 | -5 | -13 | -7
Cc1ccc2nc(N3C(=O)C(O)=C(C(=O)c4ccc(C)o4)C3c3ccc(O)cc3)sc2c1 (configuration not stated) | 20 | -29 | -3 | -36 | 12 | 9 | -24 | 7

(next part)
SMILES | SENP8 block | Jurkat NFkB inh | Gli-Sufu antag | 697 NFkB inh | Apaf1 inhib | SENP7 block | UBC13 polyUb | HKDC1 inhibitor
COc1ccc(NC(=S)NCCCn2ccnc2)cc1 | -6 | -3 | 2 | 9 | 0 | -5 | -3 | -2
COc1ccc(NC(=O)CS(=O)(=O)c2cn(CC(=O)N3CCOCC3)c3ccccc23)cc1 | -4 | -23 | -3 | -4 | -2 | 5 | -4 | 0
O=C(Nc1ccc(Cl)cn1)c1cc2ccccc2o1 | 59* | -152 | -80 | -232 | 12 | 79* | -1 | 4
CCNC(=S)N1CCN(CC(=O)Nc2ccc(OC)cc2)CC1 | 7 | 4 | 8 | 14 | -6 | 5 | 7 | 8
CCSc1nc(C)c(CCOc2cccc(C)c2)c(=O)[nH]1 | -3 | 9 | 0 | 6 | 8 | -1 | 4 | -7
Cc1cc(C)c2c(N)c(S(=O)(=O)c3ccccc3)sc2n1 | 0 | 10 | 21 | -12 | 1 | -1 | 11 | 2
CCOC(=O)N1CCN(C(=O)c2cnn3c(C(F)F)cc(-c4ccc(C)cc4)nc23)CC1 | -4 | 18 | 8 | 11 | 4 | 3 | 10 | -1
Cc1nc2ncccn2c1-c1csc(Nc2cccc(C(=O)O)c2)n1 | -6 | -4 | 8 | 9 | 7 | -8 | 6 | 2
CCc1ccc(-c2nc(SCC(=O)N(CC)C3CCS(=O)(=O)C3)n[nH]2)cc1 (configuration not stated) | 9 | -8 | 0 | -19 | 3 | 0 | 2 | -3
COc1cccc(C(=O)Nc2ccc(NC(=O)C3CCCCC3C(=O)O)cc2)c1 (configuration not stated) | -7 | 15 | -7 | 6 | -5 | 1 | 3 | -3
CCSc1nc(N)c2c3c(sc2n1)CCC3 | -4 | -30 | 2 | -21 | 10 | 5 | -2 | -2
CCOC(=O)C1=C(C)NC2(O)c3ccccc3C(=O)C12O (configuration not stated) | 6 | 10 | 4 | 24 | 36 | 16 | -10 | 0
O=Cc1c(-c2ccccc2)nc2ccccn12 | -10 | -5 | -3 | 16 | -7 | 1 | -6 | 0
CC(C)(C)NC(=O)COC(=O)c1cc(S(=O)(=O)N2CCCCC2)ccc1N1CCOCC1 | -3 | -5 | 6 | -8 | 0 | -2 | 2 | -3
CCN(CC)S(=O)(=O)c1cccc(C(=O)NCC2CCCCC2)c1 | 4 | -1 | -15 | -14 | 2 | 2 | 5 | -6
COc1ccc(N(C)S(=O)(=O)c2ccc(Cl)c(C(=O)NCC(C)(C)N3CCOCC3)c2)cc1 | -11 | 15 | -1 | -23 | 16 | -7 | -11 | 0
COc1ccc(C(=O)N2CCN(CCNC(=O)C(=O)Nc3ccc(Br)cc3)CC2)cc1 | 1 | 27 | 16 | -6 | 5 | -1 | -3 | -4
